Screening results as filed in PubChem BioAssay.
HePTP inhibitor = blocks human HePTP tyrosine phosphatase | inhibition, % at 20 µM | recombinant HePTP phosphatase activity, OD absorbance | 110,000 compounds, 0.64% hits; in the data active means inhibition above about 50%;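 further: plate controls were vehicle for no effect and reference inhibitor for full effect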
Target sequence (P35236 whole entry, looked up): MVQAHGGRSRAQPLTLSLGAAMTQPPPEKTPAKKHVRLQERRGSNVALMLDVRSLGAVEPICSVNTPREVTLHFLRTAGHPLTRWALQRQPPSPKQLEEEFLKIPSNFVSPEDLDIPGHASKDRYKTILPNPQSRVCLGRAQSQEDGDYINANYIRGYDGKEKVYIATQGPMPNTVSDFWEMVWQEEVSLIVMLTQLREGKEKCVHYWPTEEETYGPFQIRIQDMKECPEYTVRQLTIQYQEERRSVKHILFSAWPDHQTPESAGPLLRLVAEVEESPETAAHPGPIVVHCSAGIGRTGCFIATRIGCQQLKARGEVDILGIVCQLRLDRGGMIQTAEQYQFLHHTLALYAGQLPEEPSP
BAP1 inh = human BAP1 deubiquitinase inhibition | AID 436 | Q92560 | 72,000 compounds, 0.48% hits | recombinant BAP1, Ub-AMC hydrolysis fluorescence kinetic; active compounds read low | activity remaining (% of control), % at 20 µM;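 active means activity remaining at or below 50% of control, provided the compound also passes the data quality filters; inactive means the rest, including low values that fail the filters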;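 further: 100% = DMSO wells rate and 0% = substrate alone blank rate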
Starred values were filed as active, the others as inactive; x = not tested or not shown; & = joins results of further samples.

canonical_smiles	BAP1 inh	HePTP inhibitor
CC1CN(Cc2nc3c(c(=O)n(C)c(=O)n3C)n2CCCO)CC(C)O1 (configuration not stated)	95	-4
O=C1C(=O)N(CCO)C(c2ccccc2[N+](=O)[O-])/C1=C(\O)c1ccccc1 (configuration not stated)	x	0
O=C(Cc1cccs1)N(c1ccccc1)C1C=CS(=O)(=O)C1 (configuration not stated)	78	6
CCOC(=O)c1[nH]c2cc3c(cc2c1NC(=O)CN1CCc2ccccc2C1)OCO3	x	10
CCCOc1ccc(N2C(=O)CC(NCc3ccncc3)C2=O)cc1 (configuration not stated)	158	2
CCC(CC)=NNC(=O)C(=O)NC(C)C	x	-10
CCOC(=O)Cn1c(=O)oc2cc(S(=O)(=O)NCc3cccs3)ccc21	95	-13
Cc1ccc(Nc2nnc(-c3cc4ccccc4oc3=O)s2)cc1	106	x
O=C(Nc1cccc(Cl)c1)c1ccc(CN(c2ccccn2)S(=O)(=O)c2ccccc2)cc1	58	x
CCOc1ccc(OCC)c(C(=O)O)c1	x	9
COc1ccccc1C(=O)Nc1cc(C)cc(C)c1	x	-2
O=C1c2ccc(-c3nc4ccccc4c(=O)o3)cc2C(=O)N1CC1CCCO1 (configuration not stated)	55	x
COc1ccccc1NS(=O)(=O)c1ccc(C)cc1C	x	4
CCC(CC)c1nc2cc(OC)c(OC)cc2c(=O)o1	152	4
O=C(Nc1nccs1)c1cccc(Oc2ccc([N+](=O)[O-])cc2)c1	62	x
COc1ccc2c(CC(=O)N3CCN(S(=O)(=O)c4cccs4)CC3)coc2c1	121	14
CC(C)(C)c1n[nH]c(=S)n(N)c1=O	69	-2
O=C(NCc1ccccc1)c1cccc(OCC(=O)N2CCN(C(=O)c3ccco3)CC2)c1	76	-5
COc1cc2nc(-c3ccc4c(c3)C(=O)N(c3ccccc3)C4=O)oc(=O)c2cc1OC	x	1
COc1ccc(NC(=O)CSc2nccn2-c2ccccc2)cc1	96	7
CC(C(=O)Nc1ccccc1-c1ccccc1)N1CCOCC1 (configuration not stated)	117	-8
COc1ccc(CCNC(=O)C2(C)CCC(=O)N2CCC(C)C)cc1OC (configuration not stated)	91	-12
Cn1c(=O)c2c(nc(NCC(O)CO)n2CCc2ccccc2)n(C)c1=O (configuration not stated)	77	8
CCOc1ccc(C(=O)N2CCN(c3cccc(Cl)c3)CC2)cc1	x	3
CC(=O)c1cn(CC(=O)NCC2CCCO2)c2ccccc12 (configuration not stated)	133	3

Following part
canonical_smiles	BAP1 inh	HePTP inhibitor
CC(NC(=O)CCN1C(=O)c2ccccc2C1=O)c1ccccc1 (configuration not stated)	x	-4
O=C(Nc1ccc(F)c([N+](=O)[O-])c1)c1ccc(-c2ccccc2)o1	167	x
O=c1c2ccccc2[nH]c(=S)n1C1CCCCC1	77	0
CCOC(=O)N1CCN(C(=O)CCc2ccc(S(=O)(=O)NCCc3ccccc3)cc2)CC1	x	4
O=C(CN1C(=O)c2ccccc2C1=O)Nc1cc(Cl)ccc1C(=O)O	x	-4
Brc1ccc2[nH]ncc2c1	106	-2
NC(=O)CSc1nc2ccccc2n1Cc1ccccc1	x	-17
O=Cc1cn(CCOc2ccccc2F)c2ccccc12	x	3
CCOc1cc([N+](=O)[O-])cc(C=Nc2ccc3oc(-c4cccc(C)c4)nc3c2)c1O	79	x
Cc1cc(N2C(=O)NC(=O)/C(=C\c3ccc(N(C)C)o3)C2=O)ccc1Br	x	-8
CCc1ccc(CN(C)CCc2ccccn2)cc1	100	5
O=C(/C=C/c1ccc(F)cc1)Nc1ccc(N2CCOCC2)cc1	x	11
O=C(Nc1ccc(Cl)cc1)Nc1ccc(S(=O)(=O)N2CCc3ccccc32)cc1	x	-1
CCOC(=O)c1c(NC(=O)C(C)C)sc2c1CCC2	239	x
CCn1c(=NC(=O)c2ccc(S(=O)(=O)N3CCOCC3)cc2)sc2cccc(OC)c21	90	11
COc1ccccc1C/C(N)=N/OC(=O)c1ccc(I)cc1	x	-7
CSc1nncn1/N=C/c1ccc(Br)cc1	x	3
N#Cc1cccc(-n2nnnc2-c2ccc3c(c2)OCO3)c1	113	-5
Oc1ccccc1Cn1c(-c2ccccc2O)nc2ccccc21	128	-2
c1ccc(Oc2cccc(CN3CCOCC3)c2)cc1	110	9
O=[N+]([O-])c1ccc(N2CCN(S(=O)(=O)c3ccccc3)CC2)c(F)c1	x	5
COCCNC(=O)CN(c1ccc(C)cc1)S(=O)(=O)c1ccccc1	99	1
COC(=O)c1ccccc1NC(=O)NCc1cccnc1	66	5
O=c1[nH]c(=O)n(-c2ccccc2Cl)c(O)c1C=Nc1ccc(Cl)cc1	x	7
O=C(Nc1nnc(C2CCCC2)s1)C1CCC1	102	8

Some of the entries above, set out differently.
Value order: BAP1 inh, HePTP inhibitor
O=c1c2ccccc2[nH]c(=S)n1C1CCCCC1
→ 77, 0
CCOC(=O)N1CCN(C(=O)CCc2ccc(S(=O)(=O)NCCc3ccccc3)cc2)CC1
→ x, 4
O=C(CN1C(=O)c2ccccc2C1=O)Nc1cc(Cl)ccc1C(=O)O
→ x, -4
Brc1ccc2[nH]ncc2c1
→ 106, -2
NC(=O)CSc1nc2ccccc2n1Cc1ccccc1
→ x, -17
O=Cc1cn(CCOc2ccccc2F)c2ccccc12
→ x, 3
CCOc1cc([N+](=O)[O-])cc(C=Nc2ccc3oc(-c4cccc(C)c4)nc3c2)c1O
→ 79, x
Cc1cc(N2C(=O)NC(=O)/C(=C\c3ccc(N(C)C)o3)C2=O)ccc1Br
→ x, -8
CCc1ccc(CN(C)CCc2ccccn2)cc1
→ 100, 5
O=C(/C=C/c1ccc(F)cc1)Nc1ccc(N2CCOCC2)cc1
→ x, 11
O=C(Nc1ccc(Cl)cc1)Nc1ccc(S(=O)(=O)N2CCc3ccccc32)cc1
→ x, -1
CCOC(=O)c1c(NC(=O)C(C)C)sc2c1CCC2
→ 239, x
CCn1c(=NC(=O)c2ccc(S(=O)(=O)N3CCOCC3)cc2)sc2cccc(OC)c21
→ 90, 11
COc1ccccc1C/C(N)=N/OC(=O)c1ccc(I)cc1
→ x, -7
CSc1nncn1/N=C/c1ccc(Br)cc1
→ x, 3
N#Cc1cccc(-n2nnnc2-c2ccc3c(c2)OCO3)c1
→ 113, -5
Oc1ccccc1Cn1c(-c2ccccc2O)nc2ccccc21
→ 128, -2
c1ccc(Oc2cccc(CN3CCOCC3)c2)cc1
→ 110, 9
O=[N+]([O-])c1ccc(N2CCN(S(=O)(=O)c3ccccc3)CC2)c(F)c1
→ x, 5
COCCNC(=O)CN(c1ccc(C)cc1)S(=O)(=O)c1ccccc1
→ 99, 1
COC(=O)c1ccccc1NC(=O)NCc1cccnc1
→ 66, 5

Next records
canonical_smiles	BAP1 inh	HePTP inhibitor
O=c1c2[nH]c3ccccc3c2ncn1Cc1ccncc1	57	5
CCOP(=O)(OCC)C(Nc1ccccc1)c1cc(Cl)cc(Cl)c1OC (configuration not stated)	x	-4
Nc1nonc1C(=O)NCCN=Cc1cc(Cc2ccccc2)cc(Br)c1O	112	6
COc1cc(/C=C2\C(=O)NC(=S)N(c3ccc(Cl)cc3)C2=O)ccc1OCc1ccc(C(=O)O)cc1	x	12
Cc1ccc(C)c(NC(=O)c2ccc(OCC(C)C)cc2)c1	x	-3
O=C(CN1CCN(c2ncc(C(F)(F)F)cc2Cl)CC1)NC(=O)NCc1ccccc1	66	11
CCOC(=O)/C=C/C(=O)Nc1nc(-c2ccc3ccccc3c2)cs1	x	-2
COc1ccc(NC(=S)NC(=O)c2ccc(Br)cc2)cc1	x	-3
CC(C)Oc1ccccc1NC(=O)CSCC(=O)Nc1ccccc1	x	-7
CCOc1ccc(N(CCC#N)S(=O)(=O)c2ccc(OC)cc2)cc1	90	-8
O=C(c1cccnc1)N1CCCc2ccccc21	94	1&4
COc1ccc(C(=O)Nc2nc3cc(OC)c(OC)cc3c(=O)[nH]2)cc1	167	9
CCc1c(O)nc(SCC(=O)Nc2ccc3c(c2)CCC3)[nH]c1=O	78	8
COc1ccc(CCNC(=O)/C=C\c2ccccc2)cc1OC	x	5
Cc1ccc(CNC(=O)c2coc(=O)c3ccccc23)o1	91	1
CCN(CC)C(=O)C1CCN(S(=O)(=O)c2ccc(C3CNC(=O)C3)cc2)CC1 (configuration not stated)	97	-1
CCOc1cc(C=O)ccc1OC(C)C	x	4
COc1ccc2cc(CN(CCCN3CCOCC3)Cc3nnnn3C3CCCC3)c(=O)[nH]c2c1	109	-10
CC(=O)c1c(C)[nH]c(C(=O)NCc2ccccn2)c1C	96	5
O=C(Nc1ccc2ccccc2c1)c1cccc(NC(=O)c2cccs2)c1	x	-7
COc1ccc(NC(=O)N2CCN(c3ccc([N+](=O)[O-])cc3)CC2)cc1	x	7
Cc1cc(OCC(=O)NCCO)ccc1Cl	105	2
CCc1cc2c(=O)c(-n3cnc4ccccc43)coc2cc1O	61	9
CCCCCCN1Cc2ccccc2C1	99	1
COc1cc(CN2CCN(C(=O)c3cccc(F)c3)CC2)cc(OC)c1O	x	-5

Next section:
canonical_smiles	BAP1 inh	HePTP inhibitor
O=c1oc2cc(OCc3cccc(Cl)c3)ccc2c2c1CCCC2	210	x
O=C1CN(C(=O)CN2CCCC2)C(c2ccccc2)c2cc(Br)ccc2N1 (configuration not stated)	120	2
Cc1ccc(-n2nc3cc(C)c(NC(=O)c4ccc(Cl)cc4Cl)cc3n2)cc1	x	-9
C[n+]1cnn2c1SCC1(COC1)C2	104	0
COc1ccc(NC(=O)C(NC(=O)c2ccc(C)cc2)C23CC4CC(CC(C4)C2)C3)cc1 (configuration not stated)	x	-1
COc1cc(/C=N/n2cnnc2)ccc1OC(=O)c1cccnc1	x	5
CCOC(=O)CNC(=O)CSc1nc2nc(C)c(Br)cc2[nH]1	92	-5
O=c1[nH]c2ccccc2c2nc3ccccn3c12	92	6&-10
Cc1ccc(C(=O)N/C(=C/c2cccnc2)c2nc3ccccc3[nH]2)cc1	x	0
CCCOC(=O)c1cccc(NC(=O)COc2cc(C)cc(C)c2)c1	x	-7
N#Cc1c(N)nc2c(c1-c1ccncc1)CCCC2	82	-8
COCCCNS(=O)(=O)c1ccc(OC)cc1	x	98*
N#C/C(=C\c1ccc(-c2cccc([N+](=O)[O-])c2)o1)C(=O)N1CCOCC1	x	-1
COCCn1c(-c2ccc(OC)cc2)cnc1N	103	5
COc1ccc(CC(=O)Nc2cccc(NC(=O)Cc3ccc(OC)cc3)c2)cc1	x	5
C=CCC1(O)CC(c2ccccc2)NC(c2ccccc2)C1C(C)C (configuration not stated)	x	2
COc1ccc(Br)cc1/C=N/NC(=O)CSc1nc2ccccc2n1C	x	2
O=C(CSc1ccc2ccccc2c1)Nc1cccc(C(F)(F)F)c1	72	x
CN(C)S(=O)(=O)c1ccc(NC(=O)c2cc3ccccc3o2)cc1	107	7
CCOC(=O)CC1C(=O)NCCN1C(=O)Nc1ccccc1 (configuration not stated)	139	12
COc1c(Cl)cc(-c2noc(C)c2C(=O)NC(C)C)cc1Cl	87	1
Cc1c(NC(=O)CN2CC(C)OC(C)C2)c(=O)n(-c2ccccc2)n1C (configuration not stated)	112	4
CN(C(=O)CSc1nnnn1-c1ccccc1)C1CCCCC1	98	4
CCOCCCNC(=O)C(c1ccc(Cl)cc1)N1CCN(C(=O)c2ccco2)CC1 (configuration not stated)	x	3
COc1cccc(OC)c1OCCCSc1nc(C)cc(=O)[nH]1	98	-2

Further compounds follow.
canonical_smiles	BAP1 inh	HePTP inhibitor
COC(=O)CSc1nnc2c3c4c(sc3nc(-n3nc(C)cc3C)n12)COC(C)(C)C4	x	-6
COc1cccc(NS(=O)(=O)c2c(C)cc(C)cc2C)c1	89	8&10
O=C(O)c1ccc2c(c1)C(=O)N(c1ccc(S)cc1)C2=O	x	49
CCOC(=O)c1sc(Nc2ccccc2)nc1-c1ccc([N+](=O)[O-])cc1	71	5
